Screening data: PubChem BioAssay, Broad Institute
FN deposit inh = inhibitors of fibronectin matrix deposition, primary screen, AH1F cells, Alexa488-fibronectin fluorescence, plate reader. AH1F fibroblasts, overnight. inhibition, % at 12.6 µM. hit rate 0.086% among 350,000. AID 743247, 2014;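 active = mean inhibition across replicates of 30% or more, regardless of how many single replicates reach that level; inconclusive = mean under 30% yet at least half of replicates reach 30%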;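 note: positive control wells lacked labelled fibronectin entirely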
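Material: AH1F fibroblast monolayer depositing Alexa488-labelled fibronectin into matrix / Amount: 10000 AH1F cells per well / Signal: fluorescence 485/525 nm / Medium: DMEM, 2% serum / Compound: single dose, pinned / Incubation: 1 h cell adhesion before compound, then overnight fibronectin incubation / Reagent: Alexa488-FN, 24 nM final / Read-out: inhibition of fibronectin deposition signal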
S100A4 MyoIIA = inhibitors of S100A4-myosin IIA peptide binding, primary screen, biochemical, fluorescence polarization, TAMRA-MyoIIA peptide; Protein S100-A4 (Homo sapiens), P26447; inhibition, % at 10.7 µM; hit rate 0.14% among 360,000;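 active = mean inhibition of at least 70% across replicates, with every replicate also reaching that level; inconclusive = mean inhibition reaches 70% but some replicates fall short; inactive = mean inhibition below 70%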
Target sequence (P26447 whole entry, looked up): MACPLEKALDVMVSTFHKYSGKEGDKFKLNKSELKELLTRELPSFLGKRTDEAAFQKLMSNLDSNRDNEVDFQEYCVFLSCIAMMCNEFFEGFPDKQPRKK
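Test system: S100A4 monomer protein; Medium: HEPES pH 7.2 with CaCl2, KCl, NaCl, DTT, Triton; Probe or stimulus: TAMRA-labelled myosin IIA heavy-chain peptide probe, 5 nM; Doses: one dose per compound; Times: polarization read 5 min after assay mix addition, stable 5–60 min; Benchmarks: neutral control DMSO, positive control TFP.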
SIRT5 inh = SIRT5 desuccinylase inhibitors, primary screen, biochemical, fluorescence imaging, single point, set 5. AID 652115, 2013. inhibition, % at 15 µM. Purified SirT5, succinyl-peptide AMC, trypsin-coupled fluorescence. NAD-dependent protein deacylase sirtuin-5, mitochondrial (Homo sapiens), Q9NXA8. hit rate 1.1% among 330,000; in the data active = inhibition above about 15%; inconclusive = no clear call, values can overlap the other calls
Target sequence (Q9NXA8 whole entry, looked up): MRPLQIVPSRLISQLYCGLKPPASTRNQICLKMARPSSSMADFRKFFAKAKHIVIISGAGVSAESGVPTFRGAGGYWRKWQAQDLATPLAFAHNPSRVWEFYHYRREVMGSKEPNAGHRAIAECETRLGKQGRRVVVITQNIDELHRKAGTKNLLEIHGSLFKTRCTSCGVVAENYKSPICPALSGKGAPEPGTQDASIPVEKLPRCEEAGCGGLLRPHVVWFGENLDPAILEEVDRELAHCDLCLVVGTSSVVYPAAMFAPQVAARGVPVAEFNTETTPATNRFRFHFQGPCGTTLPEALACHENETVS
LGR2 antag = inhibitors of bursicon-induced LGR2 CRE-luciferase signal, primary screen, cell-based, HEK293, CRE-luciferase reporter, bursicon stimulation; Drosophila bursicon receptor LGR2 (rickets); bursicon-stimulated, 4 h; inhibition, % at 9.99 µM; hit rate 0.35% among 380,000; AID 720647, 2013;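 active = drop in luminescence signal, shown as inhibition above about 50% in the replicate tests, limit read from the data, passing the limit was not always enough; inconclusive = probably only some replicates passing the limit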;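 note: agonist challenge used bursicon conditioned medium at about half maximal strength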
Statin myotox sup = suppressors of statin myotoxicity in C2C12 myotubes, primary screen, cell-based, single point, plate reader | C2C12 myotubes + simvastatin, ATP luminescence, 48 h; scaled: DMSO 0, geranylgeraniol control 100 | rescue of ATP level, % at 7.49 µM | hit rate 0.78% among 330,000;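 active = mean ATP rescue above about 67%, or every replicate alone reaching that limit, limit read from the data, passing the limit was not always enough; inconclusive = no clear call, values can overlap the other calls; inactive = mean under the limit and some replicate under it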;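 note: myotubes were challenged with 10 µM simvastatin during compound exposure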
esBAF inh = Bmi1 luciferase reporter increase in mESCs, primary screen, esBAF inhibitor project, mouse ES cells, Bmi1 luciferase knock-in, single point; 24 h; 100% = twice the neutral-well signal; reporter increase, % at 12.5 µM; hit rate 2% among 350,000; in the data active = activation above about 40%; inconclusive = no clear call, values can overlap the other calls;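 note: 0% = median of the plate's neutral control wells and 100% = double that signal; a rise in the Bmi1 reporter signal indicates esBAF inhibition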
Casp6 inh = human caspase-6 inhibitors, primary screen, biochemical, VEID-R110 fluorescence, single point, set 2 | P55212 | purified caspase-6, Z-VEID-R110 cleavage fluorescence | inhibition, % at 12.5 µM | hit rate 0.53% among 350,000;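 active = mean inhibition across replicates at least about 35%, with every replicate also reaching that limit, limit read from the data; inconclusive = only one of the two criteria met; inactive = neither criterion met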;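 note: 0% = median of neutral control wells and 100% = no fluorescence left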
Target sequence (P55212 24-179 limits assumed): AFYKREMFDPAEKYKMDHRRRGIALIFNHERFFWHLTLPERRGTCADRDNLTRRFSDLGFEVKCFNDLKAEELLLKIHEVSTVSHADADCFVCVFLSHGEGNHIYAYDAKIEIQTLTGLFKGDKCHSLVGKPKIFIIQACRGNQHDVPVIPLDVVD
Target sequence (P55212 194-293 limits assumed): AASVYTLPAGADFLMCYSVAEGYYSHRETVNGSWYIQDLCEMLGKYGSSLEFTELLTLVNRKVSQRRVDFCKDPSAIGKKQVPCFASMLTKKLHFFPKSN
Active calls of the source: *; u = inconclusive; x = no result given; & = joins results of further samples. Not all compounds are listed; count on the stated rates, not on these rows.

SMILES | FN deposit inh | S100A4 MyoIIA | SIRT5 inh | LGR2 antag | Statin myotox sup | esBAF inh | Casp6 inh
O=S(=O)(Nc1nccs1)c1ccc2c(c1)OCCO2 | 6 | x | x | x | 7 | -1 | x
Cc1ccc2nc(C)c(Cl)c(=O)n2c1 | 4 | x | x | x | 4 | -6 | x
C[C@H](CO)N1C[C@H](C)[C@@H](CN(C)C(=O)CC2CC2)Oc2ncc(C#CCC3CCCC3)cc2C1=O | x | 1 | 13 | -6 | 33 | -1 | 2
Cc1ccc(C(=O)Nc2ccc(N3CCN(C)CC3)cc2)c(Cl)c1 | 5 | 6 | 1 | -19 | -19 | 31 | -7
C[C@@H]1CN([C@H](C)CO)C(=O)c2cc(N(C)C)ccc2O[C@@H](C)CCCCO[C@@H]1CN(C)Cc1ccc(C(F)(F)F)cc1 | x | -5 | 7 | 15 | x | 1 | 0
Nc1ccc2c(C(F)(F)F)cc(C(F)(F)F)nc2n1 | -6 | -2 | -36 | -14 | x | x | 1
Cc1cc(=O)oc2c3c(cc(OCC(=O)NCc4ccccn4)c12)OC(C)(C)CC3 | x | -2 | -76 | x | 1 | 1 | -1
Cc1ccc(N=C2NC(=O)CC(C(=O)Nc3ccc4c(c3)OCO4)S2)cc1 (configuration not stated) | 2 | -17 | 0 | 7 | 9 | 2 | 0
CCCC#Cc1ccc2c(c1)O[C@@H](CN(C)C(=O)C1CCCCC1)[C@H](C)CN([C@H](C)CO)S2(=O)=O | x | x | x | 27 | -77 | -2 | x
COC(=O)c1ccc(C)cc1 | x | 0 | -1 | -6 | 1 | 0 | -2
CCN(CC(=O)NC(C)C)C(=O)[C@H](C)NC(=O)c1ccc(Br)cc1 | 3 | -1 | 2 | 28 | -3 | -3 | 1
O=C(c1ccc(F)cc1)N1CC(=O)N2[C@@H](CO)[C@H](c3ccc(-c4ccccc4F)cc3)[C@@H]2C1 | x | 15 | -3 | 3 | x | x | -1
C[C@H]1CN([C@@H](C)CO)C(=O)c2cccc(NS(=O)(=O)c3ccccc3)c2O[C@H]1CN(C)C(=O)Nc1ccc(F)cc1 | x | -30 | -2 | 2 | -5 | -4 | -2
COCC(=O)Nc1ccc2c(c1)OC[C@@H](C)N(C(=O)NC(C)C)C[C@H](C)[C@H](OC)CN(C)C2=O | -8 | x | x | 11 | 4 | 0 | x
Nc1nc(=O)c2ccccc2s1 | -6 | -1 | 1 | 18 | x | x | -2
O=C(NCCc1csc(-c2ccccc2)n1)c1c(F)cccc1F | 7 | 0 | 4 | x | -31 | 5 | 1
COc1ccc2c3c(n(C)c2c1)[C@H](CO)N(C(=O)CC1CC1)CC31CN(Cc2ccccc2)C1 | x | -8 | -1 | 3 | x | x | -1
O=C(O)/C=C/c1ccc2c(c1)OCCO2 | 11 | 9 | 2 | -2 | 61 | -1 | 2
COc1cc(C2/C(=C(\O)c3ccc4c(c3)CC(C)O4)C(=O)C(=O)N2CC2CCCO2)cc(OC)c1OC (configuration not stated) | -6 | -1 | -2 | 12 | x | x | 8
Cc1ccc2c(c1)CCCN2CC(=O)Nc1cc(S(=O)(=O)N2CCCC2)ccc1Cl | -17 | -3 | -1 | -6 | 2 | -10 | 0
COc1ccc(C)cc1NC(=S)N1CCN(c2ccccn2)CC1 | -4 | x | x | -1 | -12 | 1 | x
C[C@@H](O)C#Cc1ccc([C@H]2[C@@H](CO)N3CCCCN(CC4CC4)C[C@H]23)cc1 | -17 | 2 | -1 | -5 | -2 | -1 | 3
COc1ccc(CCNC(=O)c2ccc([N+](=O)[O-])cc2Cl)cc1OC | 0 | -3 | -4 | x | 0 | -4 | -1
Cc1cccc(C)c1NC(=O)CNC(=O)CNC(=O)Cc1cccc2ccccc12 | -1 | -2 | -3 | 16 | 4 | -3 | 4
Cc1ccc(C)c(NC(=O)CN(C)C(=O)c2ccccc2OCc2c(C)noc2C)c1 | 0 | -3 | -1 | -5 | -1 | -7 | 0
COCCN(Cc1cc2cc3c(cc2nc1Cl)OCO3)C(=O)Nc1ccc(OC)cc1 | x | -1 | -3 | -6 | x | x | 4
COc1ccc(NC(=O)CN2c3cccc4cccc(c34)S2(=O)=O)cc1OC | -18 | 3 | x | 1 | -16 | 16 | 9
Cc1ccc2nc(=O)c(NNc3ccccc3)cnc2c1 | -7 | 0 | 2 | -45 | x | x | -2
COc1ccc(C=C2SC(=S)NC2=O)c(OC)c1OC | x | -3 | 8 | -26 | x | x | 5
CCc1nn(CC(=O)N2CC(C)CC(C)C2)c(=O)c2cccn12 (configuration not stated) | 9 | 0 | -2 | 21 | 20 | 4 | -31
C/C(=N\NC(=O)c1cccc(S(=O)(=O)Nc2cccc(Cl)c2)c1)c1cccs1 | 2 | -5 | -4 | 8 | -13 | -3 | -1
COC(=O)c1c(C(=O)c2ccc(Br)cc2)n(C)c2ccccc12 | -2 | -11 | -4 | -11 | -6 | -4 | -1
CC1=CC2(CO)C(=O)[C@]3(CO3)[C@H]1[C@H]1[C@]2(C)C=C(CO)C(=O)[C@]12CO2 | x | 1 | 0 | x | x | x | -3
Cc1ccc(C(=O)Nc2ccc(N3CCCC3)cc2)cc1 | x | 1 | -3 | -62 | -26 | 44* | 0
CCn1c(SCC(=O)Nc2ccc(C(C)=O)cc2)nc2c([nH]c3ccccc32)c1=O | 2 | -2 | -1 | -23 | -10 | 9 | -1
CCC(C)(C(=O)NC1CCCCC1)N(C(=O)CNC(C)=O)c1c(C)n(C)n(-c2ccccc2)c1=O (configuration not stated) | 4 | x | x | x | -3 | -6 | x
CCc1cccc(NS(=O)(=O)c2c(C)[nH]c(=O)[nH]c2=O)c1 | 4 | -18 | -6 | -7 | 3 | 2 | -1
O=C1CCCCC1CCc1ccncc1 (configuration not stated) | x | -2 | x | -7 | 0 | -5 | 2
O=S(=O)(CCNCCc1ccccc1)NCc1ccccc1 | 0 | -5 | x | -3 | 7 | 1 | -4
O=C(NCCCc1ccccc1)c1ccncc1 | 5 | x | x | x | 3 | -4 | x
Cc1cc(SCC(=O)OC/C(O)=C(\C#N)c2nc3ccccc3[nH]2)c(C)cc1Br | x | -11 | 0 | 16 | 14 | -2 | -4
COC(=O)c1nn(C)c(=O)[nH]c1=O | 10 | 4 | x | 4 | 1 | 1 | 4
CC1(c2ccc3c(c2)OCCCO3)NC(=O)N(CC(=O)Nc2cccc(C#N)c2)C1=O (configuration not stated) | 4 | -2 | 4 | 3 | 1 | 4 | 4
Cc1cc(C)nc(NS(=O)(=O)c2ccc(NC(=O)Nc3ccccc3)cc2)n1 | 2 | 9 | -3 | 8 | x | x | 2
CN=C1S/C(=C\c2ccc(N3CCCC3)c(F)c2)C(=O)N1C | 0 | 31 | -5 | -36 | 8 | 31 | 0
COc1ccc(-c2cc(C(=O)NNC(=O)c3csc(N4CCOCC4)n3)c3ccccc3n2)cc1OC | -4 | 1 | 3 | 5 | 13 | x | -72
Cc1sc2ncnc(SCC(=O)NC(=O)NCc3ccco3)c2c1C | x | 4 | x | 8&-11 | -8 | -15 | 18
CN(C)S(=O)(=O)c1ccc(C(=O)NCc2ccccn2)cc1 | x | -5 | -1 | -22 | 8 | -1 | -1
Oc1ccc(C[C@@H](CN2CCCC2CN2C(=S)NC[C@@H]2Cc2ccccc2)N2C[C@H](Cc3ccccc3)N(CC3CCCCCC3)C2=S)cc1 (some centres not stated) | -5 | -7 | -1 | -15 | x | x | -2
CN(C(=O)COC(=O)c1ccc(Cl)c(N)c1)c1ccccc1 | -17 | -1 | -1 | -42 | x | x | 0

Further compounds follow:
SMILES | FN deposit inh | S100A4 MyoIIA | SIRT5 inh | LGR2 antag | Statin myotox sup | esBAF inh | Casp6 inh
CC(=O)N(C)C[C@@H]1Oc2ncc(-c3ccc(F)cc3)cc2C(=O)N([C@H](C)CO)C[C@@H]1C | 7 | -7 | -2 | 13 | -13 | 0 | -1
C[C@H](CO)N1C[C@H](C)[C@H](CN(C)CC2CCCCC2)Oc2ccc(NC(=O)CCN3CCOCC3)cc2C1=O | -11 | -11 | -2 | 5 | 27 | -1 | -7
O=C(C[C@@H]1CC[C@H]2[C@@H](COC[C@@H](O)CN2Cc2cc(F)cc(F)c2)O1)NCc1cccc(F)c1 | 0 | -7 | -4 | 0 | 14 | 1 | -1
CCN(CC)c1ccc(C(=S)NC2CCCCC2)cc1 | 6 | -5 | 0 | -14 | x | x | 3
O=C(CN1CCN(C(=O)CNC(=O)c2ccc3c(c2)OCO3)CC1)Nc1cccc(F)c1 | -2 | 2 | -5 | -3 | -5 | 0 | 2
Cc1ccc(CCNC(=O)c2ccc(NC3=NC4CS(=O)(=O)CC4S3)cc2)cc1 (configuration not stated) | 0 | -4 | 1 | -7 | -4 | 0 | 2
O=C(NNC(=O)C1CC(=O)N(Cc2ccccc2)C1)c1ccc(Br)cc1 (configuration not stated) | x | 0 | -2 | 10 | x | x | 1
Cc1cc(/C=C2/C(=O)NN(c3ccccc3)C2=O)c(C)n1-c1cccc(O)c1 | 10 | 3 | -4 | -31 | x | x | -2
N#C[C@H]1N[C@H](CO)[C@@H]1c1ccc(C#Cc2ccccc2F)cc1 | -1 | 0 | 1 | -77 | 9 | 22 | 2
Cn1cccc1/C=N\NC(=O)C1COc2ccccc2O1 (configuration not stated) | 15 | 1 | 1 | -15 | 3 | 6 | -2

Continued, starting with the last 2 of the part before.
SMILES | FN deposit inh | S100A4 MyoIIA | SIRT5 inh | LGR2 antag | Statin myotox sup | esBAF inh | Casp6 inh
N#C[C@H]1N[C@H](CO)[C@@H]1c1ccc(C#Cc2ccccc2F)cc1 | -1 | 0 | 1 | -77 | 9 | 22 | 2
Cn1cccc1/C=N\NC(=O)C1COc2ccccc2O1 (configuration not stated) | 15 | 1 | 1 | -15 | 3 | 6 | -2
C[C@H]1CN([C@@H](C)CO)C(=O)Cc2cc(NS(=O)(=O)c3ccc(F)cc3)ccc2O[C@@H]1CN(C)C(=O)NC1CCCCC1 | x | 3 | -7 | 1 | 13 | -4 | 1
Cc1ccc(CCC(=O)Nc2ccc(Cl)cc2)o1 | 2 | 0 | -7 | -16 | -11 | 15 | 2
CCOC(=O)Cn1cc(/C=N/NC(=O)c2ccc(C#N)cc2F)c2ccccc21 | -2 | x | x | 1 | -4 | 0 | x
CCN(Cc1ccccc1)c1ccccc1 | x | -3 | x | -7 | 6 | 5 | -2
O=C(Nc1ccc(Cl)cc1)NC1CCCCNC1=O (configuration not stated) | -11 | -3 | -3 | -29 | x | x | -1
Cc1ccc(-c2noc(C3CCCN(C(=O)c4ccccc4Br)C3)n2)o1 (configuration not stated) | -7 | -3 | -2 | -23 | -6 | 36 | 3
COc1cc(/C=N/NC(=O)C2CC(=O)N(c3ccc(C)cc3)C2)cc(OC)c1OC (configuration not stated) | 3 | 14 | -3 | 0 | 0 | -5 | 2
O=C(CCc1nnc(CCCCc2ccccc2)o1)N1CCCC(O)C1 (configuration not stated) | -2 | 5 | -2 | u | 1 | 2 | 0
